Screens as filed in PubChem.
GoLoco inh red = blocks human Gai1 binding to RGS12 GoLoco peptide, red readout | P63096 | Gai1:RGS12 GoLoco peptide FP, rhodamine, 10 min | Potency, µM (series often up to 61.6 µM), for inactives: at the top dose activity, negative = inhibition, usual class: inhibitors | 0.44% of 230,000 active; active means well fitted inhibition curve with a large enough effect, not every such curve was filed as active; inactive means no such curve, though single readings can be large or run the other way; further: on the % scale 0 is the no-effect control and ±100 the full control effect; nearly all actives have a fitted effect of over 30% in size; many of its hits are not listed in these tables
Target sequence (P63096 whole entry, looked up): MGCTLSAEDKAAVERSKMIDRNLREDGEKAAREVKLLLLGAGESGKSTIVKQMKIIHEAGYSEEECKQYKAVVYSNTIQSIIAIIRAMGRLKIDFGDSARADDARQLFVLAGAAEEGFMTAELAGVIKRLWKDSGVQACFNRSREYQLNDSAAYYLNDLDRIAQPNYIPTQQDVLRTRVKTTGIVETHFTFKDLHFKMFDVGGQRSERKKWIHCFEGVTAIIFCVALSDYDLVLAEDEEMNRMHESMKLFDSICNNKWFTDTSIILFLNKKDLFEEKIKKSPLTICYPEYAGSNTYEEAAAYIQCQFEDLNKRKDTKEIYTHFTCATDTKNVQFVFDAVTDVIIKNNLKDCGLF
IMPase Li inh = IMPase inhibition in cells with lithium potentiation. CHO-M1 cells, IP1 TR-FRET (IP-One), carbachol + lithium. AID 1457. Potency, µM (top dose mostly 59.4 µM), without a hit: at the top dose activity, negative = IMPase inhibition, usual class: inhibitors. 0.35% of 210,000 active;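 further: IP1 builds up when IMPase is blocked and the TR-FRET signal falls; plate controls were basal vehicle for no effect and high inhibitor control for full effect; nearly all actives have a fitted effect of over 50% in size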
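CHO-M1, 2000 cells/well, 16–30 h culture; cpd + low Li+, 30 min 37C; lysis with d2-IP1/Eu-anti-IP1 Ab, 10 min RT; TR-FRET 665/620 ratio and 620 channel; AC50 via Hill.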
HTT cytoprotect = Huntington cell model cytoprotection by ATP luminescence; PC12 HTT-Q103 induced, cytoprotection, ATP luminescence, 40 h; Potency, µM (highest dose often 56.4 µM), inactives show cytoprotection (ATP increase), usual class: activators; 0.14% of 230,000 active;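 further: % of control where 0% means no effect; nearly all actives have a fitted effect of over 45% in size; toxic huntingtin expression switched on by the ecdysone agonist tebufenozide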
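Huntington model: PC12 line, ecdysone-inducible HTTQ103 exon1–GFP, tebufenozide 100 nM. Test articles in a dose series. Endpoint luminescence from cellular ATP.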
GAA glycogen = inhibitors or activators of human alpha-glucosidase glycogen cleavage | recombinant GAA, glycogen substrate, Amplex Red glucose oxidase fluorescence | Potency, µM (highest dose often 76.4 µM), without a hit: top-dose activity change, negative = inhibition, hits mostly inhibitors | 0.38% of 300,000 active;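 further: 0% = full enzyme reaction and -100% = no-enzyme basal signal; the screen sought inhibitors and activators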
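qHTS, 1536-well; enzyme 4 nM final; cpd up to 77 uM; substrate bovine liver glycogen 30 ug; 50 mM citrate/phosphate pH 5.0, 0.01% Tween-20; 37 C, 40 min; Amplex Red detection 45 min RT; Hill fit → AC50.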
aGlu spleen mod = inhibits or activates alpha-glucosidase in human spleen homogenate | P10253 | human spleen homogenate, 4-MU-alpha-glucoside fluorescence | Potency, µM (highest dose often 79.9 µM), for inactives: at the highest dose activity change, negative = inhibition, usual class: inhibitors | 0.006% of 240,000 active;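 further: 0% = enzyme with vehicle and -100% = no enzyme basal signal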
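AC50 values come from Hill-equation fits of concentration-response data, normalized to no-enzyme and full-activity controls. Enzyme source: 1 ug human spleen homogenate; 1 mM fluorogenic 4-MU glucoside, pH 5.0 citrate buffer, 37 C, 40 min.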
HTT aggregate = reduces HttQ103-GFP aggregates in PC12 cells. PC12 HttQ103-GFP aggregates, Acumen cytometry, 40 h. Potency, µM (doses to about 46.1 µM), without a hit: top-dose activity change, negative = inhibition, most hits filed as inhibitors. 1.1% of 220,000 active. AID 1688; further: on the % scale 0 is the no-effect control and ±100 the full control effect; nearly all actives have a fitted effect of over 60% in size
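Multiplexed with ATP-based cell death, this channel scores GFP aggregates in PC12 cells expressing inducible HTTex1-Q103-GFP. Induction used 100 nM tebufenozide; compounds were tested in concentration series.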
GAA inhib = alpha-glucosidase (human) inhibition | P10253 | purified human GAA, 4-MU-alpha-glucoside fluorescence | Potency, µM (doses to about 76.9 µM), without a hit: at the highest dose activity change, negative = inhibition, hits mostly inhibitors | 0.005% of 200,000 active | AID 1466;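 further: plate controls were uninhibited enzyme wells for no effect and no-enzyme background for full effect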
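AC50 values come from Hill fits of compound titrations (up to 77 uM) against 4 nM human enzyme. Substrate 4-methylumbelliferyl-alpha-D-pyranoside at 400 uM, pH 5.0 citrate buffer, 20 min room temperature; fluorescence Ex 365/Em 440 after alkaline stop.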
Active calls of the source: *; ? = inconclusive; . = not tested or not shown; & = joins results of further samples; [ ] = remark or other dose. Unless noted, the call rests on the fitted dose curve; in most records, active means well fitted curve in the direction sought with a large enough effect; inconclusive means small, poorly fitted or top-dose-only effect, or another doubt; inactive means no such curve, though single readings can be large; an effect the other way counts as inactive or inconclusive. Potency means the concentration at half of the fitted maximal effect.

Order of results: GoLoco inh red	IMPase Li inh	HTT cytoprotect	GAA glycogen	aGlu spleen mod	HTT aggregate	GAA inhib
> COC(=O)c1ccc2c(c1)N(C)CCS2
→ 7.8%	-1.0%	12.6%[10 µM]	-14.1%	-16.2%	-2.9%	0.3%
> O=C(Cc1cccs1)N/N=C/C(Br)=C/c1ccccc1
→ 9.7%	9.9%[38.3 µM]	-0.9%	6.7%	-8.5%	14.1%	-8.4%
> Cc1ccnc(N2CCCC(C(=O)Nc3nnc(C)s3)C2)n1 (centres undefined)
→ 3.6%	0.2%[38.3 µM]	-12.0%[10 µM]	1.5%	-7.8%	6.0%	-0.6%
> C/C(=N\NC(=O)c1c(Br)c(C)nn1C)c1cccc(NC(=O)C2CCC2)c1
→ 5.9%	14.5%[38.3 µM]	-20.5%	7.4%	-8.1%	-17.7%	0.9%
> CCCCC1(CC(=O)OCC)C(=O)N(c2ccccc2)N(c2ccccc2)C1=O
→ 12.1%	0.1%	15.9%[10 µM]	-4.7%	0.7%	5.2%	-7.2%
> CCCn1c(SCC(=O)Nc2sc(C)c(C)c2C(=O)OC)nc2c1c(=O)n(C)c(=O)n2C
→ 3.6%	29.3%[38.3 µM]	2.7%[10 µM]	-9.1%	0.0%	-16.4%	-8.1%
> Cc1ccc(S(=O)(=O)CCc2nnc(NC(=O)C3CCCCC3)s2)cc1
→ -0.5%	.	3.0%[10 µM]	4.2%	3.1%	13.3%[9.22 µM]	.
> C[C@H](NC(=O)c1[nH]cnc1C(=O)Nc1ccccc1)C(=O)OC(C)(C)C
→ 6.4%	.	-5.2%[10 µM]	0.8%	-0.8%	-5.9%[9.22 µM]	.
> CN1C(=O)c2ccc(NC(=O)C3CCCCC3)cc2C1=O
→ 4.1%	-3.6%[38.3 µM]	16.3%[0.074 µM]	1.9%	-4.3%	3.3%	1.6%
> CNC(=S)/N=C(/Nc1ccccc1)c1ccccc1
→ -3.8%	-11.0%	-17.4%	-17.3%	.	5.2%	1.6%
> CSc1ccc(/C=N/n2c(C)cc(C)cc2=O)cc1
→ 7.4%	1.4%[38.3 µM]	11.9%	8.7%	-14.5%	-3.0%	-3.2%
> COc1ccc(/C(O)=C(\C#N)c2nc3ccccc3n2C)cc1OC
→ 17.7%	2.3%[38.3 µM]	-30.4%	0.1%	4.2%	8.3%	-0.2%
> Cc1cc(C)nc(SC2c3cccc4cccc(c34)C2NS(=O)(=O)c2ccccc2)n1 (centres undefined)
→ 6.8%	13.6%	.	3.0%	-4.6%	9.1%	-6.6%
> COC(=O)C1C(=O)C(C(=O)/C=C/c2ccco2)C(=O)CC1(C)C (centres undefined)
→ 5.4%	12.3%	?	.	2.2%	.	.
> O=C(NCC1CCCN(C(=O)c2cccnc2)C1)c1ccc(-c2ccccc2)cc1 (centres undefined)
→ 13.2%	4.0%	-6.9%[10 µM]	-8.7%	-2.1%	-8.0%[9.22 µM]	-3.6%
> COCC(C)n1c(SCc2ccc(C(=O)OC)o2)nc2ccccc2c1=O (centres undefined)
→ -24.0%	41.0%[38.3 µM]	5.4%	-0.3%	4.0%	-10.0%	-4.8%
> CC1=Nc2ccccc2/C1=C\c1nc(-c2ccc(F)cc2)oc1O
→ 11.7%	27.4%[38.3 µM]	-8.9%[10 µM]	1.1%	-7.7%	29.2%	-4.5%
> CC(C)n1nc(C(=O)Oc2cccc(Cl)c2Cl)c2ccccc2c1=O
→ -7.0%	15.9%	8.7%[10 µM]	-0.1%	-7.2%	?	0.3%
> Cc1ccc(CN2C(=O)CCC2C(=O)NCc2ccccc2Cl)cc1 (centres undefined)
→ -0.9%	-5.3%	-0.4%	2.6%	-2.5%	-18.4%	?
> O=C(CN1CCCC1)N1c2ccccc2Sc2ccc(C(F)(F)F)cc21
→ -8.8%	35.3%	12.5%[1.9 µM]	-7.9%	-2.0%	-14.9%	-8.2%
> Cc1oc(=O)c(NC(=O)c2ccccc2)cc1C(N)=O
→ 4.9%	0.3%	.	13.6%	1.1%	-6.0%	2.7%
> COc1ccc(CCNC(=O)c2cc3ccccn3n2)c(OC)c1OC
→ 0.9%	25.2%[38.3 µM]	-10.7%	5.0%	-2.6%	4.9%	-0.6%[15.4 µM]
> COc1cc(-c2nc(CN3CCCCC3CCNC(C)=O)c(C)o2)ccc1F (centres undefined)
→ 1.9%	.	17.9%[10 µM]	-5.6%	-1.7%	3.9%[9.22 µM]	.
> CC(C)c1ccc(CNc2nc3nc4c(c(=O)n3[nH]2)CCC4)cc1
→ 3.9%	7.1%	-3.8%[10 µM]	14.2%	3.6%	16.9%	1.2%
> CCOC(=O)c1cccc(NC(=O)C2CCN(S(=O)(=O)c3cnc[nH]3)CC2)c1
→ 6.6%	0.4%[38.3 µM]	-3.1%	9.2%	-5.8%	-14.8%	-5.4%[15.4 µM]
> CCOc1ccc(CN(C(=O)c2ccco2)C2CCS(=O)(=O)C2)cc1 (centres undefined)
→ -1.8%	?	-4.3%	-8.9%	3.6%	8.9%	-4.0%
> CC(Sc1ccccc1)C(=O)Nc1ccc(S(=O)(=O)N2CCOCC2)cc1 (centres undefined)
→ -4.5%	18.2%[38.3 µM]	14.8%[1.9 µM]	-2.3%	-8.3%	-7.3%	-4.4%
> COc1ccc2c(c1)c(/C=N/Nc1nc3ccccc3[nH]1)c(C)n2C
→ 17.8%	.	23.4%[10 µM]	28.2µM*	-7.0%	15.0%[9.22 µM]	?
> Cc1c(F)cccc1NS(=O)(=O)c1ccc2c(c1)NC(=O)CO2
→ -0.7%	-19.4%	-20.0%	1.5%	.	-28.9%	3.8%
> COc1ccccc1-c1cn[nH]c1-c1ccc(OCc2ccccc2F)cc1O
→ 10.9%	.	20.2%[10 µM]	-8.7%	0.3%	5.7%[9.22 µM]	-3.1%
> Cc1cc2c3c(c1)C1(C(=O)N3C(C)(C)CC2C)C(C#N)=C(N)OC2=C1C(=O)CC(C)(C)C2 (centres undefined)
→ 6.3%	-8.0%	16.8%[10 µM]	-2.5%	-10.0%	9.1%	-8.1%
> COc1ccc(-c2nnc(SCC(=O)Nc3cc(S(=O)(=O)N4CCCCC4)ccc3Cl)n2N)cc1
→ 22.8%	3.6%	-5.3%[10 µM]	-1.7%	4.0%	-7.6%	?
> COc1cccc(C(C2=C(O)CC(C)(C)CC2=O)C2C(=O)CC(C)(C)CC2=O)c1 (centres undefined)
→ -6.8%	12.8%	22.0%[10 µM]	3.6%	8.1%	-9.4%	-1.3%
> CC(C)C(=O)Nc1nnc(COc2ccc(Cl)cc2)s1
→ 1.6%	.	-5.5%[10 µM]	3.1%	0.8%	-6.2%[9.22 µM]	.
> CC(=O)NCCc1c(Cc2ccccc2)[nH]c2ccccc12
→ 3.2%&2.3%	0.7%&8.9%	?	.	-10.0%&-7.8%	.	.
> Nn1c(SCc2ccccc2)nc2c(cnn2-c2ccccc2)c1=O
→ -1.7%	16.1%	-10.1%[10 µM]	-6.8%	-6.4%	-6.6%[9.22 µM]	-0.8%
> COCCCNC(=O)NC(=O)c1ccccc1
→ -3.2%	2.9%	.	13.4%	-4.0%	2.1%	-11.1%
> COc1ccc(NC(=O)C23CCC(C)(C(=O)C2)C3(C)C)cc1 (centres undefined)
→ 0.1%	10.3%[38.3 µM]	-5.5%	5.0%	0.2%	9.4%	-5.9%
> CCSc1nc(C)c(C(C)=O)cc1C#N
→ -1.3%	-3.2%[38.3 µM]	13.8%	-1.8%	-8.8%	8.8%[9.22 µM]	?
> COc1ccc(NC(=S)NCCN2CCOCC2)cc1
→ 19.5%	-2.2%	-11.3%[10 µM]	3.4%	-2.9%	-0.3%[9.22 µM]	7.1%
> COc1ccc(-c2[nH]ncc2CN(CC2CCC(=O)N2)C(C)C)cc1F (centres undefined)
→ 8.2%	-1.3%	1.1%[10 µM]	14.4%	0.3%	15.8%[9.22 µM]	5.7%
> Cc1ccc2nc(SCC(=O)N(CC(C)C)c3c(N)n(CC(C)C)c(=O)[nH]c3=O)[nH]c2c1
→ -3.1%	11.4%[38.3 µM]	-16.9%	3.7%	5.1%	26.3%	-3.2%
> COC(=O)c1ccc(NC(=O)c2ccc(NC(=O)C3CCCO3)cc2)cc1 (centres undefined)
→ -0.4%	0.4%	-31.6%	0.6%	-3.0%	12.4%	-3.3%
> NCCCC[C@H]1CNC(=S)N1CC1(c2ccccc2)CC1
→ 5.1%	.	7.1%[10 µM]	7.7%	-11.1%	-8.5%[9.22 µM]	.
> C=CCC(C)(O)c1ccccc1 (centres undefined)
→ -3.0%	13.2%	.	.	1.6%	.	.
> O=C(CCC1CCCN(C(=O)c2ccsc2)C1)NCc1ccc(F)c(F)c1 (centres undefined)
→ 4.6%	4.7%	-35.7%[inhibitor]	-5.5%	-5.6%	5.8%	-10.2%[15.4 µM]
> Cc1ccc(SCC(=O)Nc2c(Br)cnn2C)cc1
→ -5.4%	.	-32.0%[10 µM]	-4.3%	-1.3%	-31.2%[9.22 µM]	.
> Cc1ccc(-n2ncc3c(SCC(=O)NNC(=O)c4ccco4)ncnc32)cc1
→ 6.8%	4.5%	-22.6%[10 µM]	-0.3%	-4.3%	-12.4%[9.22 µM]	?
> O=C(NC1CCCCCC1)C1CCN(C(=O)Cc2ccccc2)CC1
→ 3.7%	12.4%[38.3 µM]	0.6%	3.2%	-4.7%	-14.3%	1.4%
> Cc1ccc(C(=O)O/N=C(\N)c2ccc(Br)cc2)cc1
→ -4.1%	17.8%[38.3 µM]	6.7%[10 µM]	5.1%	-13.3%	-1.9%	0.3%
> CC(Sc1ccc(Br)cc1)C(N)=O (centres undefined)
→ -14.9%	9.5%[38.3 µM]	14.4%[10 µM]	-12.2%	3.4%	10.9%	-1.8%
> CCn1cc(CN2CCc3c([nH]c4ccccc34)C2c2cccc(OC)c2)c(C)n1 (centres undefined)
→ -2.0%	18.9%	16.4%[10 µM]	-9.6%	0.2%	-5.8%[9.22 µM]	.
> COCCN(Cc1cc2cc3c(cc2nc1Cl)OCO3)C(=O)c1cccc(C)c1
→ 9.1%	.	-4.2%[10 µM]	0.6%	-3.6%	-11.4%[9.22 µM]	.

In the list so far, 3 have a cyano group:
Order of results: GoLoco inh red	IMPase Li inh	HTT cytoprotect	GAA glycogen	aGlu spleen mod	HTT aggregate	GAA inhib
> COc1ccc(/C(O)=C(\C#N)c2nc3ccccc3n2C)cc1OC
→ 17.7%	2.3%[38.3 µM]	-30.4%	0.1%	4.2%	8.3%	-0.2%
> Cc1cc2c3c(c1)C1(C(=O)N3C(C)(C)CC2C)C(C#N)=C(N)OC2=C1C(=O)CC(C)(C)C2 (centres undefined)
→ 6.3%	-8.0%	16.8%[10 µM]	-2.5%	-10.0%	9.1%	-8.1%
> CCSc1nc(C)c(C(C)=O)cc1C#N
→ -1.3%	-3.2%[38.3 µM]	13.8%	-1.8%	-8.8%	8.8%[9.22 µM]	?

The list is partial. The share of hits here may be higher or lower than overall.
